aGal spleen mod = alpha-galactosidase A (human) modulation. P06280. human spleen homogenate, 4MU-alpha-Gal fluorescence, 40 min. Potency, µM (series often up to 80 µM), for the others: at the top dose activity change, negative = inhibition, usual class: inhibitors. 240,000 tested, 0.008% active. AID 2107;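 also: 0% = enzyme with vehicle and -100% = no enzyme basal signal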
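qHTS titration in buffer at pH 5.0. Alpha-galactosidase activity in spleen homogenate was measured via 4-methylumbelliferone release from 1 mM fluorogenic substrate after 40 min at 37C and a pH 10 stop. AC50 came from Hill fits of control-normalized data.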
RGS12 GoLoco inh = inhibitors of human Gai1-RGS12 GoLoco interaction (red fluorophore); 230,000 tested, 0.44% active; P63096; Gai1:RGS12 GoLoco peptide FP, rhodamine, 10 min; Potency, µM (doses to about 61.6 µM), without a hit: at the highest dose activity, negative = inhibition, actives largely listed as inhibitors; active = well fitted inhibition curve with a large enough effect, not every such curve was filed as active; inactive = no such curve, though single readings can be large or run the other way; also: % is scaled to controls: 0 for no effect and ±100 for the full control effect; nearly all actives have a fitted effect of over 30% in size; many of its hits are not listed in these tables
SMN2 splice enh = enhancers of SMN2 splice variant expression. 210,000 tested, 2.8% active. Potency, µM (highest dose often 46.1 µM), without a hit: at the top dose activity change, positive = activation, actives largely listed as activators. HEK293 SMN2-luciferase splicing reporter, luminescence, 30-36 h; also: % of control where 0% means no effect; nearly all actives have a fitted effect of over 55% in size
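HEK293 cells carry an SMN2 […]–luciferase reporter in which exon 7 inclusion puts luciferase in frame. Cells were plated 10-12 h before compound addition, then incubated 30-36 h at 37C. ONE-Glo luminescence was read; sodium butyrate at 4.5 mM final served as control.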
ALDH1A1 inh = ALDH1A1 (human) enzyme inhibition. P00352. Purified ALDH1A1, NADH fluorescence, propionaldehyde substrate. Potency, µM (highest dose often 75.3 µM), for the others: at the top dose activity, negative = inhibition, hits mostly inhibitors. 220,000 tested, 7.3% active; active = well fitted inhibition curve with a large enough effect, not every such curve was filed as active; inconclusive = small, poorly fitted or top-dose-only effect, or another doubt; inactive = no such curve, though single readings can be large or run the other way;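 also: plate controls were no enzyme wells and a reference inhibitor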
Target sequence (P00352 whole entry, looked up): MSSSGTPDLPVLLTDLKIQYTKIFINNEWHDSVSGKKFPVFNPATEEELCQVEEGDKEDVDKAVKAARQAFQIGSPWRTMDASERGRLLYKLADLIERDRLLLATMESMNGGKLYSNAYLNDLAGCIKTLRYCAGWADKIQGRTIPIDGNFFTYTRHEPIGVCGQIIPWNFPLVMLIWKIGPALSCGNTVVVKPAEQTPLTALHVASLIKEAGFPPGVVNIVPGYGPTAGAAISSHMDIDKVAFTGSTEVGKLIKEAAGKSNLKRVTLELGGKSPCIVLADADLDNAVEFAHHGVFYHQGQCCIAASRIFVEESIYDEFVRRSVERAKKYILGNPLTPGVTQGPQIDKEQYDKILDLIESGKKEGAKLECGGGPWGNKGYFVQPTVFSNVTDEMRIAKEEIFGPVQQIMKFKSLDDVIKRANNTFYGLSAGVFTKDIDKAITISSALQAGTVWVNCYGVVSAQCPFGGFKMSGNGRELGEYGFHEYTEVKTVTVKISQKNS
KDM4E inh = JMJD2E (human) inhibition. 230,000 tested, 1.6% active. AID 2147. Potency, µM (series often up to 57.1 µM), inactives show at the highest dose activity change, negative = inhibition, usual class: inhibitors. B2RXH2. JMJD2E catalytic domain, FDH-coupled NADH fluorescence (FDH is formaldehyde dehydrogenase); active = well fitted inhibition curve with a large enough effect, not every such curve was filed as active; inconclusive = small, poorly fitted or top-dose-only effect, or another doubt; inactive = no such curve, though single readings can be large or run the other way;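 also: 0% = wells with enzyme and -100% = buffer wells without enzyme; nearly all actives have a fitted effect of over 50% in size; many of its hits are not listed in these tables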
Target sequence (B2RXH2 1-337 limits assumed): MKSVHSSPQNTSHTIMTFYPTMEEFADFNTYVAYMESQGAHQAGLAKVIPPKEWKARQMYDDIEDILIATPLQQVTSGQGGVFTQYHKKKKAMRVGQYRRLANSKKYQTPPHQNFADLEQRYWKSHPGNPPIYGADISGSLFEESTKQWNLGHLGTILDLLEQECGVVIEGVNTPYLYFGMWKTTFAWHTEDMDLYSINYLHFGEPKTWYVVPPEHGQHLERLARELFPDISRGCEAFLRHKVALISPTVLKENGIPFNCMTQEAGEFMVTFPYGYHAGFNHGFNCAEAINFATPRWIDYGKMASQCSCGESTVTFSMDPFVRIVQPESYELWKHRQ
GAA glycogen mod = inhibitors or activators of human alpha-glucosidase glycogen cleavage; recombinant GAA, glycogen substrate, Amplex Red glucose oxidase fluorescence; Potency, µM (titrated, usually from 76.4 µM), for inactives: at the highest dose activity change, negative = inhibition, hits mostly inhibitors; 300,000 tested, 0.38% active; AID 2100;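 also: 0% = full enzyme reaction and -100% = no-enzyme basal signal; the screen sought inhibitors and activators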
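Recombinant enzyme (4 nM final) with compounds titrated up to 77 uM and bovine liver glycogen (30 ug) in citrate pH 5.0, 0.01% Tween-20, 37 C 40 min. Released glucose detected by Amplex Red/glucose oxidase (Ex 573/Em 610); AC50 from Hill fits.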
GAA inhib = alpha-glucosidase (human) inhibition; AID 1466; purified human GAA, 4-MU-alpha-glucoside fluorescence; 200,000 tested, 0.005% active; P10253; Potency, µM (series often up to 76.9 µM), inactives show at the highest dose activity change, negative = inhibition, usual class: inhibitors;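 also: plate controls were uninhibited enzyme wells for no effect and no-enzyme background for full effect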
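qHTS format, compound range up to 77 uM. Human lysosomal enzyme at 4 nM, 400 uM 4-MU glucoside substrate, pH 5.0, 20 min room temperature; fluorescence after alkaline stop gives activity normalized to controls.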
GAA spleen mod = inhibits or activates alpha-glucosidase in human spleen homogenate; P10253; AID 2112; Potency, µM (highest dose often 79.9 µM), inactives show at the top dose activity change, negative = inhibition, hits mostly inhibitors; 240,000 tested, 0.006% active; human spleen homogenate, 4-MU-alpha-glucoside fluorescence;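 also: 0% = enzyme with vehicle and -100% = no enzyme basal signal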
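AC50 values come from Hill-equation fits of concentration-response data, normalized to no-enzyme and full-activity controls. Enzyme source: 1 ug human spleen homogenate; 1 mM fluorogenic 4-MU glucoside, pH 5.0 citrate buffer, 37 C, 40 min.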
The depositor's hits bear a star; ? = inconclusive; / = not tested or not shown; & = joins results of further samples; [ ] = another dose, or the depositor's remark. Unless noted, calls follow the shape of the dose curve; as a rule, active = well fitted curve in the direction sought with a large enough effect; inconclusive = small, poorly fitted or top-dose-only effect, or another doubt; inactive = no such curve, though single readings can be large; an effect the other way counts as inactive or inconclusive. Potency is read from the fitted curve at half-maximal effect. Only part of the results is shown; the hit share may differ from the screen's.

Compound	aGal spleen mod	RGS12 GoLoco inh	SMN2 splice enh	ALDH1A1 inh	KDM4E inh	GAA glycogen mod	GAA inhib	GAA spleen mod
CN(C)CCN1C(=O)NC(C)(c2ccc([N+](=O)[O-])cc2)C1=O (stereo not given)	-4%	6%	/	-8%	?	11%	-2%	1%
CCOC(=O)N1CCC(n2c(SCC(=O)Nc3nccs3)nc3ccsc3c2=O)CC1	8%	/	/	20%	1%	6%	3%	2%
O=C(NCc1ccc(F)cc1)C1CCN(S(=O)(=O)N2CCCCC2)CC1	-18%	-13%	1%	?	-2%	-3%	4%	0%
Cn1c(N)c(C(=O)COC(=O)c2ccc(Cl)nc2)c(=O)n(C)c1=O	-1%	7%	15%	0%	?	0%	-1%	11%
CC(C)(C)C(=O)/C=c1\[nH]c(=O)/c(=C\c2ccc(F)cc2)s1	-3%	-7%	-16%	4%	-12%	-12%	-3%	-11%
O=C(Cc1ccccc1F)Nc1ccc(SC(F)F)cc1	-4%	4%	13µM*	-3%	0%	-7%	-1%	3%
CCOC(=O)c1c(NC(=O)CSc2nnc(-c3c[nH]c4ccccc34)n2CCOC)sc2c1CCCCC2	1%	-4%	-69%[inhibitor]	-8%	-11%	-7%	1%[15.4 µM]	-3%
O=C(CCn1cnc2ccccc2c1=O)Nc1cccc(Cl)c1	6%	-4%	4%	11%	-5%	2%	-20%	-5%
COc1cccc(N2C(=O)CC(Nc3ccc(N4CCOCC4)cc3)C2=O)c1 (stereo not given)	8%	-18%	-7%	-1%	-13%	3.5µM*	0%	-7%
Cc1ccc2c(c1)sc1nc(=O)n(-c3ccc(Cl)cc3)c(=O)n12	0%	6%	-5%&18%	0%	1%	14%[76.3 µM]	-14%	-2%
CCOC(=O)c1cnc(-n2nc(C)cc2C)nc1Oc1ccc(C#N)cc1	-3%	4%	/	/	4%	2%	/	0%
COc1ccc(C(C)=O)cc1CSc1nc2ccccc2c(=O)n1-c1ccccc1C	-13%	-10%	-9%	?	-3%	11%	?	1%
Cc1cc(Nc2ccc(Cl)cc2)nc(N)n1	-1%	10%	16%	5%	5%	-5%	1%	-11%
COc1ccccc1/C=C/C(=O)NCCC1=CCCCC1	1%	11%	11µM*	-58%	?	-11%	9%	5%
O=C(O)CCCNS(=O)(=O)c1ccc2c(c1)OCCCO2	4%	-7%	-10%	2%	5%	15%	-7%	-1%
COc1cc2[nH]c(=O)n(CCC(=O)N3CCN(Cc4ccccc4)CC3)c(=O)c2cc1OC	15%	5%	8%	?	-28%	11%	14%	6%
CCCc1ccc(C(=O)NNc2ccccc2F)cc1	-5%	0%	/	/	-18%	?	/	-2%
CCOC(=O)CSc1nc2cc(C(=O)N3CCCC3)ccc2c(=O)n1Cc1ccccc1	1%	3%	3%	25µM*	-8%	-11%	-10%	-1%
C/C(=N/NC(=O)CSc1nc2ccccc2n1C)c1ccc(O)cc1	5%	6%	/	13µM*	61%[activator]	11%	-10%	-15%
Cc1ccc(CN2C(=O)CCC2C(=O)NC(C)C)cc1 (stereo not given)	4%	-4%	-5%	4%	-2%	10%	-4%	-6%
CC(=O)Nc1ccc(/C=N/OCC(=O)Nc2ccc(C)cc2)cc1	-7%	-6%	?	-7%	14%	0%	9%	-3%
CCOCCCN1CC(C(=O)NCCc2ccc(C)cc2)CC1=O (stereo not given)	-4%	5%	3%	1%	3%	-1%	-3%	9%
NCC(O)CC(=O)O (stereo not given)	-6%	-7%	-13%	-2%	8%	/	/	-5%
Cc1ccccc1C(=O)Oc1ccc(Sc2ccc(O)cc2)cc1	6%	15%	/	-7%	-2%	-7%	-3%[15.4 µM]	-5%
Cc1ccc(CNC(=O)CCC2CCCN(Cc3cccc4cccnc34)C2)o1 (stereo not given)	0%	-1%	/	?	-15%	-7%	-3%	0%
Cc1ccccc1N/N=C/c1ccc(C#N)cc1	2%	2%	13%	?	?	?	-8%	1%
CCOC(=O)CN(C(=O)CNC(=O)c1ccco1)C(C(=O)NC1CCCC1)c1ccccc1OCC (stereo not given)	6%	-3%	-6%	19%	3%	-1%	-7%	8%
COc1ccc(/C=N/NC(=O)c2cccc(NC(C)=O)c2)c(OC)c1	-2%	-3%	-6%	-7%	?	-5%	6%	-5%
Cc1ccc(OC(=O)N2CCOCC2)cc1	-9%	-8%	3%	-7%	2%	12%	0%	-7%
C=CCNC(=S)Nc1ccc2nc(C)oc2c1	-5%	-3%	2%	-15%	8%	7%	?	2%
Cc1ccc(NC(=O)c2ccccn2)c(Br)c1	0%	11%	/	0%	-4%	7%	?	-3%
O=C(COC(=O)C1CCC(=O)N1)Nc1ccc(Cl)cc1Cl (stereo not given)	-15%	1%	14%	11%	-7%	10%	-1%	-8%
CCOc1ccccc1C1CC(c2ccc(Br)cc2)Nc2nc(N)nn21 (stereo not given)	-11%	0%	1%	33%	-7%	7%	3%	-17%
Cc1ccc(-c2cc(C(=O)N(C)Cc3cnn(C)c3C)c3cc(Br)ccc3n2)cc1	-5%	4%	-20%	?	-18%	-1%	-2%	-3%
COc1ccc(CN(C(=O)c2ccco2)c2ccc(Br)cc2)cc1OC	5%	-1%	-21%	1%	?	-4%	13%	-3%
NC(=S)N/N=C/c1ccc(-c2cc(Cl)c(Cl)cc2Cl)o1	8%	7%	/	?	?	-2%	1%	-1%
COc1cccc(-c2cc(C(=O)NCc3ccc(Cl)cc3)no2)c1	-2%	4%	-26%	1%	-2%	1%	-14%	-3%
CC(/C=N/n1c(-c2cccnc2)n[nH]c1=S)=C\c1ccco1	15%	-2%	/	/	-29%	-14%	/	0%
CCOc1cc(C(=O)Nc2ccc3c(c2)OCO3)ccc1OCCOc1ccccc1Cl	1%	-3%	-4%	-2%	3%	6%	-24%	-2%
C/C(=N\OC(=O)NC(C)C)c1sc(-c2ccccc2)nc1C	0%	-2%	21%	0%	-7%	-8%	-5%	4%
CC(C)NC(=S)N=Nc1c(O)[nH]c2ccc(C(C)C)cc12	-1%	/	/	5%	-3%	9%	3%	-4%
O=C(Nc1nnc(-c2ccc(Cl)cc2)o1)Nc1ccccc1F	-1%	7%	/	/	?	4%	/	-3%
O=C(Nc1cccnc1N1CCOCC1)c1cc2ccccc2oc1=O	1%	/	/	7%	19%	9%	0%	-11%
CCCCNC(=O)c1ccc(/C=C2\Oc3ccccc3N(C)C2=O)cc1	-13%	10%	-29%	?	?	-3%	?	-5%
O=C(NNc1ccc(O)cc1)c1ccc(Br)cc1	-5%	-8%	-34%[inhibitor]	7.1µM*	?	?	-12%	/
N/C(CC(=O)NCCOc1ccccc1)=N\O	4%	-29%	5%	13%	-7%	5%	0%	-2%
CCn1c2ccccc2c2cc(CC(N)=O)ccc21	10%	9%	/	/	?	0%	-12%[15.4 µM]	2%
CC(C)C(=O)Nc1ccc2c(c1)nc1n2CCSC1	-17%	17%	13%	?	25%	1%	-13%	-7%
CCOC(=O)C(C)Oc1cccc2c(=O)n(CC(=O)Nc3cccc(OC)c3)ccc12 (stereo not given)	-6%	2%	-4%	2%	-4%	-4%	-1%	-4%
NS(=O)(=O)c1ccc(N/C=C\C(=O)c2cccc3ccccc23)cc1	2%	3%	18%	-2%	-12%	-2%	-2%	-1%
O=[N+]([O-])c1ccc(COc2ccccc2/C=N/O)cc1	-23%	8%	16µM*	11%	11%	7%	-2%	-4%
CCN(CC)c1ccc(NC(=S)NC(=O)c2ccco2)cc1	-1%	9%	7.9µM*	25µM*	-21%	11µM*	13%	-9%
Cc1ccc(CC(=O)N2CCN(c3ccccc3F)CC2)cc1	2%	9%	11%	-6%	13%	9%	-6%	3%
Cn1cccc1Cc1nnc(SCC(=O)Nc2ccc(F)cc2F)n1-c1ccc(F)cc1	2%	5%	1%	?	3%	1%	-2%	-9%
CCc1ccc(NC(=O)c2cnc3n(c2=O)CCS3)cc1	-7%	-2%	26%	-11%	-13%	-14%	-3%	-8%
c1ccc(Nc2nc3ccccc3[nH]2)nc1	2%	-15%	?	?	1%	19%	-9%	-6%
C/C(Cn1nc([N+](=O)[O-])cc1C)=N\NC(=O)c1cccc(Br)c1	1%	-7%	2%	?	11%	-13%	1%	-6%
Cc1cccc(C(=O)N[C@H](C(=O)Nc2nc(C)cs2)C(C)C)c1	5%	-5%	1%	6%	2%	2%	9%	5%
C/C(=N\NC(=O)c1cccnc1)c1nnn(-c2nonc2N)c1C	-2%	8%	3%	6%	1%	-12%	4%	4%
O=C(NCc1ccccc1)NC1(C(=O)N2CCN3CCCC3C2)CCCCC1 (stereo not given)	-4%	0%	-15%	?	-2%	-6%	0%	-2%

Continuation:
Compound	aGal spleen mod	RGS12 GoLoco inh	SMN2 splice enh	ALDH1A1 inh	KDM4E inh	GAA glycogen mod	GAA inhib	GAA spleen mod
CC(=O)C1=C(C)NC(=O)NC1c1cccc([N+](=O)[O-])c1O (stereo not given)	3%	4%	-32%[inhibitor]	-1%	-1%	6%	-3%	0%
Cc1ccccc1C(=O)Nc1nnc(-c2cccnc2)o1	-8%	0%	-18%	-4%	-23%	0%	-21%	-5%
CCc1ccc(C(=O)NCc2cnn(C)c2)s1	-5%	7%	/	-1%	-1%	-9%	3%	-1%
Cc1ccc(S(=O)(=O)N2CCOCC2)cc1C(=O)N1CCOCC1	9%	-6%	-18%	-9%	-4%	-3%	?	3%
COc1ccc(C(=O)COC(=O)c2nn(C)c(=O)c3ccccc23)c(OC)c1	-4%	16%	11%	5%	-4%	-3%	-7%	-3%
NC1=NC(=O)/C(=C/c2cccs2)S1	-3%	-48%	34%	-6%	1%	14%	-7%	-6%
O=C(NCc1ccc2c(c1)OCO2)c1cc(-c2ccccn2)nc2ccccc12	3%	8%	-22%	1.3µM*	-10%	3%	-2%	-10%

Compound activity from PubChem BioAssay.
